# Assay outcomes as filed in PubChem BioAssay.
# SF1 activator – activators of human nuclear receptor SF-1. AID 522. activation, % at 10 µM. CHO-K1 Gal4-SF-1 LBD luciferase reporter; % increase over DMSO SF-1-specific signal. 65,000 tested, 1.9% active;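 active = activation above the mean activation of all tested compounds plus 3 SD, cut at about 50% in these data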
# Target sequence (Q13285 whole entry, looked up, the tested form may be a part): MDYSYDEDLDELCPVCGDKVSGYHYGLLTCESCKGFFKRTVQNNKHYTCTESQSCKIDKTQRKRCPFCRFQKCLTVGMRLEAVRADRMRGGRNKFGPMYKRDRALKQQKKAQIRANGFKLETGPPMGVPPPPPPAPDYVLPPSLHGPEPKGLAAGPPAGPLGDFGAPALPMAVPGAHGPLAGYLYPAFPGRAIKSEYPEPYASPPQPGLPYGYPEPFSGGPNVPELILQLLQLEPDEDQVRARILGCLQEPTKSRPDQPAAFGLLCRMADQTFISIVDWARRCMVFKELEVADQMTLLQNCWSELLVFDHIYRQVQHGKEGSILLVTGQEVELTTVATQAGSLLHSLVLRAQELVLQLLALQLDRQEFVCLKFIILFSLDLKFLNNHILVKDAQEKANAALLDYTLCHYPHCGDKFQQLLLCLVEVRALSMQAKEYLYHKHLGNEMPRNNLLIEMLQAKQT
#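 System: CHO-K1 cells with Gal4–hSF-1 LBD chimera plus Gal4-driven luciferase; quantity: 4,000 CHO-K1 cells per well; compound: one dose, 10 µM compound, 1% DMSO; times: 20 h compound treatment, 37 °C; measured by: SteadyLite luciferase luminescence; read-out: percent activation versus DMSO; benchmarks: DMSO and mock-transfected background; replicates: one test per compound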
# Cdc25B block – human M-phase inducer phosphatase 2 inhibition; 65,000 tested, 0.1% active; P30305; recombinant Cdc25B, OMFP fluorescence Ex485/Em525; inhibition, %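 (compounds tested at 10 µM final in the well)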; in the data active = inhibition above about 50%
# MKP-1 inh – blocks human MKP-1 phosphatase activity. recombinant MKP-1, OMFP hydrolysis fluorescence. inhibition, %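 (compounds tested at a single concentration somewhere between 10 and 100 µM)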. 65,000 tested, 0.15% active;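 active = inhibition above about 50%, limit read from the data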;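 note: 0% = DMSO max control wells and 100% = wells with enzyme stopped by NaOH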
# TNAP act DEA – activators of human TNAP at intermediate phosphate acceptor; P05186; purified TNAP, CDP-star luminescence, 100 mM DEA, 30 min; hits give high values; scale: 0 levamisole-inhibited, 1 vehicle-only enzyme; activation factor at 20 µM; 64,000 tested, under 10 active;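 active = activation factor of at least 2 at 20 µM, relative to controls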
# RORa activator – activators of human nuclear receptor RORA; P35398; CHO-K1 Gal4-RORA LBD luciferase reporter, luminescence; percent increase over mock-subtracted basal signal; activation, % at 10 µM; 65,000 tested, 1.5% active;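 active = activation above the mean of all tested compounds plus 3 SD, cut at about 49% in these data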;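 note: 0% = DMSO-treated RORA cells and 100% = added signal equal to DMSO minus mock-transfected cells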
# Target sequence (P35398 whole entry, looked up, the tested form may be a part): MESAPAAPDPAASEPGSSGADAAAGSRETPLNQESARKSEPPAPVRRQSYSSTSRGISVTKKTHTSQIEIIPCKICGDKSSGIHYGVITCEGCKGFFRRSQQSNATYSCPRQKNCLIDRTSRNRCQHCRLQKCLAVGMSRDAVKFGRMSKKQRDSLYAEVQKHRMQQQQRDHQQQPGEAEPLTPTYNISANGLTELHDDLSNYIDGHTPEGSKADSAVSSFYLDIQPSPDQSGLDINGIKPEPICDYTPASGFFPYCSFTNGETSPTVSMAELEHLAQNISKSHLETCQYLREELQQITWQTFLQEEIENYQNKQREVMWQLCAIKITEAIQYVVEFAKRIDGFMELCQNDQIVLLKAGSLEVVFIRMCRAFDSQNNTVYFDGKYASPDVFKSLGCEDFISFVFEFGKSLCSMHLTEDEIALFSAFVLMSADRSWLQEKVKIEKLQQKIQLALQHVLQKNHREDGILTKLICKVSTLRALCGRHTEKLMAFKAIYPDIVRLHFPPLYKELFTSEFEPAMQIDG
# D1 mod – allosteric modulators of human D1 dopamine receptor; B-score at 10 µM; P21728; HEK293 D1, CRE-luciferase, dopamine EC30 potentiation; actives deviate in either direction; 58,000 tested, 5.9% active;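 active = luminescence count or its row- and column-corrected plate score outside the 99.7% band of the plate's sample wells, on either side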
# Hsp90 inh – displaces geldanamycin probe from tumor Hsp90. NCI-N417 lysate Hsp90, Cy3B-geldanamycin FP displacement. 64,000 tested, 0.35% active. inhibition, % at 30 µM;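 active = inhibition above 50%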;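 note: 0% = tracer plus lysate wells and 100% = tracer alone without lysate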
# HER2 expr 66K – Her2 kinase expression inhibition; P04626; SKBR-3 HER2 protein level, AlphaScreen, 18-24 h; hits give low values; HER2 level % of control, % at 10 µM; 65,000 tested, 0.69% active; AID 645;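 active = HER2 level under 5% of the carrier-only control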;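 note: 100% = DMSO carrier and 0% = 500 nM PU-H71 HSP90 inhibitor; lower value means stronger loss of Her2 protein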
# FXIIa inh mix – factor XIIa (human) inhibition, mixture screen; purified FXIIa, fluorogenic substrate, pooled mixtures; inhibition, % at 5 µM; P00748; 62,000 tested, 0.2% active; AID 684; in the data active = inhibition above about 20%, passing the limit was not always enough;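 note: 0% = enzyme without compound and 100% = no enzyme blank; some results filed as inactive read as strong as hits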
# Starred values were filed as active, the others as inactive; x = not tested or not shown.
SMILES,SF1 activator,Cdc25B block,MKP-1 inh,TNAP act DEA,RORa activator,D1 mod,Hsp90 inh,HER2 expr 66K,FXIIa inh mix
COc1ccccc1NC1SC(=O)N(c2ccccc2)C1=O (configuration not stated),13,9,20,0.9,6,-0.98,-2,111,-1
COc1ccc(N(CC(=O)NCc2cccs2)S(=O)(=O)c2c(C)n[nH]c2C)cc1,6,6,7,1,5,x,-3,86,-17
CC(=O)N1CCN=C1SCc1ccc(F)cc1,12,-14,1,0.9,12,2,0,93,2
CCOC(=O)N1CCN(C(=O)COc2ccc(S(=O)(=O)NC3CCCCC3)cc2C)CC1,-1,-13,10,0.9,-4,-0.28,-3,x,-14
CCOC(=O)CSC1=C(C#N)C(=O)NC(c2ccc(OC)c(OC)c2)S1 (configuration not stated),-6,21,17,0.9,10,2.5,1,93,8
Cc1cc(C)nc(SCc2nnc(SCC(=O)Nc3ccc(C)c(C)c3)o2)n1,0,4,43,0.9,-2,0.025,-1,81,-1
COC(=O)c1sc2nc(CN3CCOCC3)nc(N3CCOCC3)c2c1C,2,-11,0,1,-20,x,-8,98,7
CCOC(=O)c1cccc(NC(=O)c2ccco2)c1,7,4,-9,0.9,21,0.53,-1,118,2
Cc1ccc(NS(=O)(=O)c2cc(C(=O)O)ccc2Cl)cc1,-9,9,29,0.9,-8,0.2,x,115,-1
CC(=O)C1(O)C(C)CC2C3CCC4CC(O)CCC4(C)C3=CCC21C (configuration not stated),2,-19,6,1,3,-0.69,-5,119,10
COC(=O)c1cc(-c2c(C)oc3cc(OC)ccc3c2=O)c(C)o1,6,1,-22,1,25,-0.42,-1,94,8
O=C(Cn1cc2c(n1)CCCC2)NCCCN1CCCC1,3,-1,9,0.8,-5,-0.61,-5,103,-1
Cc1c(Br)c(C(F)(F)F)nn1CC(=O)N1CCCC1,x,-5,19,0.9,x,0.009,x,119,8
O=C(O)C1C2C=CC(C2)C1C(=O)NC1CCN(Cc2ccccc2)CC1 (configuration not stated),0,-13,7,1,-10,0.21,-3,141,2
CCOC(=O)c1cn(-c2ccccc2)nc1-c1cccnc1,-23,-7,-2,1,-2,23*,-2,95,3
CCSc1nc2c(cnn2-c2ccc(C)c(C)c2)c(=O)[nH]1,-10,-6,6,0.9,19,2.3,-4,104,3
CCCc1cc(=O)[nH]c(SCC(=O)OCc2ccccc2)n1,16,0,-3,0.9,3,1.3,-2,113,4
CC(CN1CCCC(C(N)=O)C1)c1ccccc1 (configuration not stated),-2,-7,24,1,0,-3.4*,0,81,6
COc1ccc(CN2CCN(C(=O)c3cccs3)CC2)cc1Br,-8,-12,5,0.9,-1,6.4*,0,98,-3
CSc1cccc(NC(=O)CN(C)S(=O)(=O)c2ccc(F)cc2)c1,-8,1,4,1,-8,-0.84,0,106,11
Cc1ccnc(SCCn2c(N3CCC(C)CC3)nc3c2c(=O)[nH]c(=O)n3C)n1,0,-3,-3,0.9,12,0.35,2,98,5
O=C(O)c1cccc(CSc2nnc(Cc3ccccc3)o2)c1,-27,-1,5,1,-24,x,-5,101,6
c1ccc(/N=C2\N=C(Nc3ccccn3)c3ccccc32)nc1,-86,-12,-5,0.8,-47,14*,5,76,-14
COC(=O)c1cc(-c2ccc(OC)c(OC)c2)on1,8,15,3,1,21,0.3,-3,63,4
CC1Cc2nc(SCC(=O)Nc3ccc4c(c3)OCO4)n(Cc3ccccc3)c(=O)c2S1 (configuration not stated),48,16,27,x,34,1.5,2,103,x
Cc1cc2nncn2c(Cc2ccccc2)n1,5,-1,-16,0.9,-1,x,-3,107,x
CCn1c(=O)cc(OCC(=O)NCc2ccc(C)o2)c2ccccc21,-8,-12,8,0.9,8,1.2,-6,92,1
Cn1c(=O)c2c(nc(N3CCOCC3)n2CCSc2nc3ccccc3s2)n(C)c1=O,0,-5,-14,1,10,x,-1,109,7
C1CCN=C(Nc2nn[nH]n2)CC1,14,-5,6,1.1,-12,0.18,-2,97,19
COc1ccccc1NC(=O)CN1CCN(CC(=O)Nc2ccc(Cl)c(C(F)(F)F)c2)CC1,-6,-5,24,0.9,9,-0.018,-1,96,9
CCN(CCNC(=O)Nc1ccc(Cl)cc1)c1ccccc1,6,2,-11,0.9,-9,-1.3,1,55,4
O=C(Cn1cnc2ccccc2c1=O)Nc1ccc(-c2nnc3n2CCCCC3)cc1,-9,-14,7,0.9,0,0.44,-4,124,10
CCOc1ccc(S(=O)(=O)N(C)c2ccc(OCC(=O)Nc3ccc4[nH]c(=O)[nH]c4c3)cc2)cc1,-4,-1,32,1,11,1.2,x,64,8
Cc1nn2c(-c3ccncc3)nnc2c2ccccc12,-10,-9,-3,0.9,-5,2.7*,-9,98,1
COc1ccc2c(c1)N1CCN=C1N2C,-2,-11,7,0.9,-22,-0.35,-3,115,11
O=C(O)CCCNC(=O)OCc1ccccc1,0,-5,-14,0.9,5,-0.86,-1,136,-1
COc1ccc(N2C(=O)CCC(C(=O)NCc3ccccn3)C2c2ccc(OC)c(OC)c2)cc1 (configuration not stated),-9,-13,8,0.9,-3,0.57,x,95,-1
CC(C)(C)OC(=O)N[C@@H](Cc1ccccc1)c1nnc(S(=O)(=O)Cc2ccccc2)o1,-33,-29,-2,0.9,-26,-0.5,-2,81,-3
Cc1ccc(-c2noc(-c3ccccc3C(=O)NCC3CCCO3)n2)cc1 (configuration not stated),20,-9,-12,0.9,-16,-0.38,-6,99,0
S=C(c1ccc(N2CCOCC2)cc1)N1CCCCC1,6,-17,-2,0.9,5,-1.5,0,96,-21
CCCC1CCC(C(=O)Nn2c(C)nc3ccccc3c2=O)CC1 (configuration not stated),6,-22,15,0.8,-16,0.88,-4,92,-1
Cc1ccc(-n2ncc3c(=O)[nH]c(SCC(=O)N4CCCC4)nc32)cc1C,-2,-9,13,1,-10,x,-3,96,-5
CCOC(=O)c1cccc(NC2c3ccccc3C(=O)N2Cc2ccco2)c1 (configuration not stated),-16,8,3,0.8,9,-0.87,0,78,4
Cc1nn(Cc2ccccc2Cl)c(C)c1N,-10,-7,1,1,-16,0.026,1,93,3
O=C(CSc1nnc(-c2ccc(S(=O)(=O)N3CCOCC3)cc2)o1)c1ccccc1F,12,5,22,1,-6,-0.7,0,94,4
COc1cc2[nH]c(=S)n(CC3CCCO3)c(=O)c2cc1OC (configuration not stated),14,-11,-14,1,-4,1.9,-11,89,4
O=C(CN1CCN(C(=O)c2ccco2)CC1)Nc1ccc(Cl)c(C(F)(F)F)c1,11,-1,-3,0.9,-10,0.11,-1,51,-2
CCOP(=O)(c1ccc(N(C)C)cc1)C(O)c1ccc(Cl)cc1 (configuration not stated),-6,3,-4,1,-31,-0.4,-1,196,-2
O=C(CN1C(=O)c2cccc3cccc1c23)N1CCN(c2cccc(Cl)c2)CC1,-3,-18,3,0.9,-13,0.35,-2,103,-2
Cn1c(Cn2c(=O)sc3ccccc32)nnc1SCC(=O)NCC1CCCO1 (configuration not stated),-30,-3,0,0.9,24,0.14,-2,89,-1
NCCCCCc1nnc(SC/C=C/c2ccccc2)o1,0,-7,-11,0.9,-1,-0.28,-2,86,8
Cc1ccc(Cl)cc1N(CC(=O)N1CCCCCC1)S(C)(=O)=O,-25,-17,16,1,3,0.52,x,74,6
O=C(Nc1ccc(Cl)cc1)N1CCN(c2ccc3nnc(-c4ccc(F)cc4)n3n2)CC1,8,12,33,0.9,-8,0.56,0,93,5
COc1cc(C2c3c(-c4cc(C)cc(C)c4O)n[nH]c3C(=O)N2CCCO)cc(OC)c1OC (configuration not stated),-10,-17,28,1.1,18,-0.0027,1,62,-1
COc1ccccc1NC(=O)CSc1nnc(Cc2cc(=O)[nH]c(=O)[nH]2)n1-c1ccccc1,16,4,-3,0.9,-16,x,-3,85,4
COc1ccc(NC(=O)N(Cc2cc3cc(OC)ccc3[nH]c2=O)CC2CCCO2)cc1 (configuration not stated),11,0,28,0.9,1,-0.94,-6,94,0
Cc1cc(=O)[nH]c(N2CCN(Cc3ccccc3)CC2)n1,5,1,9,0.9,9,-0.65,-9,78,-7
CCOC(=O)C1=C(CSc2nc(C)ccc2C#N)OC(N)=C(C#N)C1c1cccc(OC)c1OC (configuration not stated),-6,-12,0,0.9,-15,1.4,-7,103,6
CCC(OC(=O)CC1Sc2ccccc2NC1=O)C(=O)NCC1CCCO1 (configuration not stated),4,-6,-3,0.9,-1,-0.66,0,78,1
O=C(NCc1ccccc1)NC1CCCCC1,28,2,14,1,38,-0.6,0,72,-9

# (more compounds)
SMILES,SF1 activator,Cdc25B block,MKP-1 inh,TNAP act DEA,RORa activator,D1 mod,Hsp90 inh,HER2 expr 66K,FXIIa inh mix
COC(=O)c1ccccc1NC(=O)Nc1cnccn1,-16,-5,2,1,-3,-0.59,0,94,4
O=c1cc(CO)oc(CN2CCC(Cc3ccccc3)CC2)c1O,-12,6,8,0.9,-4,x,-3,85,7
CCN(CC)S(=O)(=O)c1cccc(C(=O)N2CCCCC2)c1,16,-1,1,1,-3,0.16,14,61,2
Cc1nn(CC(=O)Nc2ccccn2)c(=O)c2ccccc12,-1,-7,4,0.9,-16,0.23,-2,99,12
COCCn1nnnc1CN(Cc1cccnc1)Cc1cc2cc(OC)ccc2[nH]c1=O,-11,-6,-20,0.9,7,0.54,-1,106,4
CCCC(=O)Nc1nnc(COC)s1,-10,-3,6,1,-9,x,-9,89,13
COC(=O)c1nc2n(n1)C(c1cccc(Cl)c1)C1=C(CC(C)(C)CC1=O)N2 (configuration not stated),-5,-6,5,0.9,3,0.22,-2,81,-1
COc1ccccc1-c1cc(C2CC2)nc(N)c1C#N,-4,-5,5,0.9,14,9.4*,4,121,6
CN(CCc1ccccn1)S(=O)(=O)c1ccccc1F,-2,-1,6,1,-5,x,x,149,9
CN1CCN(CCN2CCn3c2nc2ccccc23)CC1,5,0,-5,0.9,-5,-0.33,0,113,11
CC(C)(C)n1nnnc1C(c1cccc(C#N)c1)N1CCC(Cc2ccccc2)CC1 (configuration not stated),-14,9,-6,0.8,4,-0.61,-2,107,2
O=C1C(C=NCCCN2CCCC2=O)=C(O)c2ccccc21,44,-12,-8,0.8,26,-0.32,-4,108,x
CC(C)C(=O)Nc1cccc(C(=O)NCc2ccc(S(N)(=O)=O)cc2)c1,-8,-6,2,0.8,-8,0.02,-1,112,-16
Cc1ccc(S(=O)(=O)C2(C(=O)NCc3ccc4c(c3)OCO4)CC2)cc1,-9,-10,-2,0.9,-16,-0.019,0,95,9
c1ccc(Nc2nc(-c3ccncc3)cs2)nc1,37,-10,6,0.9,51*,-2,-3,45,-15
COc1cc(OC)cc(C(=O)Nc2cccc(NC(C)=O)c2)c1,-1,2,3,1,-7,x,-1,89,7
